# D2 antagonist: D2 dopamine receptor (human) antagonism. AID 485344. 2% of 340,000 active. P14416. HEK293 TREx D2 cells, calcium flux, dopamine EC80. inhibition, % at 10 µM; in the data active = inhibition above about 30%; note: 0% is about no effect
# Target sequence (P14416 whole entry, looked up): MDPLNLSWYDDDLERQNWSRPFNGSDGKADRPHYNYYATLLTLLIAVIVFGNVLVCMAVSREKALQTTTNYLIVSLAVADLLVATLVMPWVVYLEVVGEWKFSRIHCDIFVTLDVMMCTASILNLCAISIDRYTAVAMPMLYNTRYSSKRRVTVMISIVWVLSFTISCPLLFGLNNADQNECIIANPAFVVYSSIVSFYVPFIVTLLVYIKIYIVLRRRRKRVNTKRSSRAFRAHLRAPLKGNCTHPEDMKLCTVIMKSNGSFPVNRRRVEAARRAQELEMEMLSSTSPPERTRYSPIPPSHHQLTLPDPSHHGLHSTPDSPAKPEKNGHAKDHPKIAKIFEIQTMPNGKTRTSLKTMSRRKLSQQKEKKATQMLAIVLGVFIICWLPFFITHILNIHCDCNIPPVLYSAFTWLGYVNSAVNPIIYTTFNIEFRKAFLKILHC
#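 In this primary screen, negative modulation is detected by tracking calcium flux after an EC80 dopamine challenge in inducible HEK293 T-REx D2 cells preexposed to test compound for 180 s.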
# Vif-A3F inh: blocks the Vif interaction with APOBEC3F; 0.2% of 390,000 active; Potency, µM (doses to about 46.1 µM), for inactives: top-dose activity, negative = active; AID 602313; HeLa A3F-eYFP + Vif (tagged APOBEC3F with the HIV-1 protein that degrades it), YFP fluorescence increase; note: potency is the fitted concentration of half-maximal effect; % of control where 0% means no effect; nearly all actives have a fitted effect of over 65% in size
#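 HeLa cells stably expressing A3F-eYFP plus Vif, plated and incubated overnight at 37 deg C, then exposed to compounds overnight at 37 deg C. Blocked degradation read as raised yellow fluorescence (Ex 488/Em 500-530).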
# Vif-APOBEC3G blk: inhibitors of Vif-APOBEC3G interaction | Q9HC16 | HeLa A3G-eYFP + Vif (tagged APOBEC3G with the HIV-1 protein that degrades it), YFP fluorescence, overnight | Potency, µM (doses to about 46.1 µM), for inactives: at the top dose activity, negative = active, actives largely listed as inhibitors | 0.076% of 410,000 active;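 note: potency is the fitted concentration of half-maximal effect; % is set by controls: 0 for no effect and ±100 for the full control effect; nearly all actives have a fitted effect of over 60% in size; hits raise eYFP signal because A3G escapes Vif-driven loss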
# Target sequence (Q9HC16 whole entry, looked up): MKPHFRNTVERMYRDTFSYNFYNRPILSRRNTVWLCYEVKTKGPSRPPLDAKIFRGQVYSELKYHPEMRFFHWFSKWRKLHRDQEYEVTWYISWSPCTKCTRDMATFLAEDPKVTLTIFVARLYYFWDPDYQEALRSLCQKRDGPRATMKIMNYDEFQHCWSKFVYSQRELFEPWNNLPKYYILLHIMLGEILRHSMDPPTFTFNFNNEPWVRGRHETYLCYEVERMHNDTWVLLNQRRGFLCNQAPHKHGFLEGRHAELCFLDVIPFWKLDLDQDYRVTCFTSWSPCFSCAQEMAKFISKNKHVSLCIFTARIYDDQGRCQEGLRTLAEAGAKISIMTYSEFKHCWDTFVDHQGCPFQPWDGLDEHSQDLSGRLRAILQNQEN
#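 Read-out is eYFP fluorescence (Ex 488/Em 500-530) from Vif-expressing HeLa A3G-eYFP cells; more signal means A3G escaped Vif-mediated degradation. Cells plated overnight, compound pinned in, incubated overnight at 37 deg C.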
# ERG-DNA inh: blocks human ERG Ets domain binding to DNA; fluorescence polarization, His-ERG Ets domain / labelled DNA; Potency, µM (titrated, usually from 76.9 µM), for the others: top-dose FP activity, negative = inhibition, hits mostly inhibitors; 0.028% of 370,000 active; AID 624246; active = well fitted inhibition curve with a large enough effect in the polarisation, with a control signal flat; inconclusive = small, poorly fitted or top-dose-only effect, or effect the other way, or a change in a side signal; inactive = no such curve, though single readings can be large or run the other way; the % refers to the polarisation;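 note: polarization taken with two DNA probes labelled with fluorescein and Texas red; potency is the fitted concentration of half-maximal effect; % of control where 0% means no effect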
#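 His-tagged ERG Ets domain (1 uM in the protein solution; 300mM KCl, 50mM Tris-HCl, 1mM EDTA, 1mM DTT, pH 7.5) received compound, then a probe mix of 5 nM fluorescein-DNA and 100nM Texas-615-DNA. Fluorescence polarization was read for both dyes.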
# ALOX12 inh: blocks human arachidonate 12S-lipoxygenase | P18054 | purified 12hLO, xylenol orange hydroperoxide absorbance | Potency, µM (top dose mostly 108 µM), inactives show at the top dose activity change, negative = inhibition, usual class: inhibitors | 1.1% of 580,000 active | AID 1671190; note: potency is the fitted concentration of half-maximal effect; % is set by controls: 0 for no effect and ±100 for the full control effect
#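 Purified human 12hLO (150 nM final) in 25 mM Hepes, 0.01% Triton X-100, pH 7.0 was preincubated 15 min at room temperature with compound. Then 40 uM arachidonic acid was added, 30 min. Hydroperoxide was read by Fe-XO absorbance ratio 573/405 nm.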
# LDHA inh: blocks human lactate dehydrogenase A. P00338. purified LDHA, NADH/diaphorase-resazurin fluorescence; stronger effect = lower value. activity change, % (values are at about 110 or 230 µM). 0.15% of 480,000 active. AID 1347041; in the data active = activity change below about -30%; inconclusive = mostly about -25% to -30%;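 note: plate controls were DMSO wells for no effect and wells without enzyme for full effect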
#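 Enzyme activity of human lactate dehydrogenase 5 (2 nM; 0.06 mM NADH, 0.2 mM pyruvate, 5 min, RT) is measured via a resazurin/diaphorase fluorescence readout of residual NADH.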
# Glioma ERSR ind: ER stress response induction in glioma | U87-MG GRP78 promoter luciferase reporter, 16 h | Potency, µM, for inactives: at the highest dose activation, hits mostly activators | 0.02% of 420,000 active | AID 602332; note: potency is the fitted concentration of half-maximal effect; series mostly up to about 76 µM; % of control where 0% means no effect; nearly all actives have a fitted effect of over 35% in size
#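 Stably transfected U87-MG human glioma cells carrying a GRP78-based luminescent sensor were seeded at 1000 cells/well, pin-dosed with compounds and incubated 16 h. Luciferase reagent was then added, and end-point luminescence was read after 10 min at room temperature.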
# D2 ag: agonists of human D2 dopamine receptor; P14416; 0.53% of 340,000 active; activation, % at 2 µM; AID 485358; HEK293 T-REx D2 cells, calcium flux agonist mode;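 active = activation over 3 SD above normal in the single-dose calcium agonist read, cut at about 30% in these data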; note: 0% is about no effect
#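 Tetracycline-induced HEK293 Trex cells with D2 receptor force-coupled to calcium signaling, plated overnight at 30 C and loaded with no-wash calcium dye. Calcium flux read kinetically for 180 s after compound addition; responses flag agonists.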
# RGS4 inh: inhibitors of human regulator of G protein signaling 4 | P49798 | Transcreener GDP fluorescence polarization, RGS4-accelerated GTP hydrolysis | 0.039% of 390,000 active | AID 504845 | Potency, µM (top dose mostly 114 µM), for inactives: at the top dose activity change, negative = inhibition, actives largely listed as inhibitors; note: potency is the fitted concentration of half-maximal effect; % is set by controls: 0 for no effect and ±100 for the full control effect; nearly all actives have a fitted effect of over 75% in size; some results filed as inactive show a strong effect at the top dose
# Target sequence (P49798 whole entry, looked up): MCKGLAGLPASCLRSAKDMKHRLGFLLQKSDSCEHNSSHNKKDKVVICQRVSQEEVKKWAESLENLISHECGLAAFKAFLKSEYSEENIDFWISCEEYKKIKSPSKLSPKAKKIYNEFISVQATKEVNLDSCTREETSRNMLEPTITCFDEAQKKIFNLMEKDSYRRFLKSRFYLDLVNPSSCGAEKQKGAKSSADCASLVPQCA
#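 MLSMR compounds (23 nl, pin-transferred) preincubated 10 min at room temperature with a 500nM (2x) first reagent, then RGS4 at 900nM (2x) plus Transcreener GDP mix added; fluorescence polarization (620/688 nm) read before and after 90 min at 30 °C.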
# Active calls of the source: *; ? = inconclusive; / = no result given; & = joins results of further samples; [ ] = dose if it differs, or a comment. Unless noted, calls come from the whole dose curve; as a rule, active = well fitted curve in the direction sought with a large enough effect; inconclusive = small, poorly fitted or top-dose-only effect, or another doubt; inactive = no such curve, though single readings can be large; an effect the other way counts as inactive or inconclusive.
SMILES,D2 antagonist,Vif-A3F inh,Vif-APOBEC3G blk,ERG-DNA inh,ALOX12 inh,LDHA inh,Glioma ERSR ind,D2 ag,RGS4 inh
COc1ccc(N2Cc3ccccc3C2=O)cc1,-10,-5%,0%,-2%,1%,2,-9%,1.2,-2%
CCCN(CC(=O)Nc1ccc(C(N)=O)cc1)CC(=O)Nc1ccc(Cl)cc1Cl,4,-16%,-6%,-3%,-27%,-5,-2%,1.1,-5%
Cc1cccc(OCC(=O)Nc2cc(C)ccc2O)c1,6,0%,-2%,1%,165%[activator],-2,10%,0.5,-19%
CCCN1C2CCCC1CC(NC(=O)c1ccccc1F)C2 (stereo not drawn),/,5%,1%,-20%,0%,-3,-4%,/,14%[11.4 µM]
COC(=O)[C@]1(Cc2ccccc2)N[C@H](CN(C)C(=O)Nc2ccccc2)[C@@H]2C(=O)N(Cc3ccccc3)C(=O)[C@@H]21,/,-2%,-3%,-5%,-19%,-1,-5%,/,-9%
O=C(Nc1ccc(Cl)cn1)c1cccc(F)c1,4,/,?,-4%,-24%,-3,-4%,-0.3,-23%
Cc1c(NC(=O)C23CC4CC(CC(C)(C4)C2)C3)c(=O)n(-c2ccccc2)n1C,-2,-17%,-1%,-3%,5%,-11,2%,-0.4,18%[11.4 µM]
CN(C(=S)NC(=O)c1ccccc1Br)C1CCCCC1,3,-6%,-13%,-4%,-23%,-4,1%,-0.2,-10%
O=C(COc1ccc(Cl)cc1)NNC(=O)c1cccnc1,8,2%,6%,11%,9%,-6,-2%,0.1,10%
Cc1cc(OCC(=O)NCc2ccncc2)c2c(C)c(C)c(=O)oc2c1,3,-5%,-8%,4%,11%&-3%,-1&13,-2%,-0.6,10%
Cn1c(/C(C#N)=C/C2CC=CCC2)nc2ccccc21 (stereo not drawn),11,-3%,-1%,/,13%,4,2%,2.2,-3%
CCN(CCCNC(=O)Cn1ncc2c([nH]c3ccccc32)c1=O)c1cccc(C)c1,/,1%,-4%,10%,-38%,7,-3%,/,8%
OCc1ncc(-c2ccccc2)s1,-11,-2%,-9%,4%,1%,1,-4%,0.8,-15%
COc1ccc(OCCn2cnc(Cl)c2Cl)cc1,2,7%,-1%,-12%,?,-5,-5%,-0.6,3%
Cc1ccc(NC(=O)COc2ccccc2C(=O)Nc2ccccc2)cc1Cl,-27,-13%,-1%,0%,0%,-8,-3%,2.0,3%
Cc1ccc(C)c(C(=O)COC(=O)c2ccccc2N2C(=O)C3C4CCC(C4)C3C2=O)c1 (stereo not drawn),-18,-9%,0%,0%,-6%,-6,3%,0.5,-9%
COc1ccc(CC2(CO)CCN(CC3=CC[C@H]4C[C@@H]3C4(C)C)CC2)cc1,-43,6%,-1%,-6%,?,-3,0%,0.0,19%
CCOc1ccc(S(=O)(=O)N(C)c2ccc(OCC(=O)Nc3ccccc3F)cc2)cc1,-1,2%,4%,-4%,23%,-5,-1%,1.2,-3%
COc1ccc(NC(=O)CCS(=O)(=O)c2cc3c(cc2C)NC(=O)CO3)cc1,10,-7%,2%,1%,1%,0,-3%,-0.4,4%
CCOC(=O)C1CCCN(c2nc3c(S(=O)(=O)c4ccc(Br)cc4)nnn3c3ccsc23)C1 (stereo not drawn),/,-5%,-1%,-1%,-25%,1,1%,/,?
Cc1ccc(Cn2c(=O)n(CCc3ccccc3)c(=O)c3c(C)c(C)sc32)cc1,/,/,/,-5%,-4%,-13,/,/,-2%
COc1ccc(CNC(=O)CN(C)S(=O)(=O)c2ccccc2)cc1,-16,1%,-2%,4%,0%,-3,-1%,0.6,-15%
CCSC1=N/C(=C\c2ccc3c(c2)OCO3)C(=O)S1,30*,/,2%,-6%,7%,0,-2%,0.8,-11%
CCOC(=O)Cc1csc(NC(=O)CSc2nnc(C(C)C)n2C)n1,-54,/,0%,0%,32%[activator],-3,-3%,0.1,-5%
COc1ccc(-c2nc(/C=C3\C(C)=Nc4ccccc43)c(O)o2)cc1,-2,-1%,-4%,-11%,-25%,-14,-2%,4.5,-1%
CCOC(=O)C1(Cc2ccccc2)CCN(Cc2ccc(COC)o2)CC1,7,-12%,1%,9%,-2%,1,-4%,0.4,9%
N/C(Cc1ccc([N+](=O)[O-])cc1)=N\OC(=O)Cc1ccc(Cl)cc1,10,10%,-4%,-2%,-23%,3,-4%,-0.9,-15%
COc1ccc2c(c1)CO[C@@]21O[C@H](CCO)C[C@H](O)[C@H]1O,/,/,3%,/,-2%,-6,-6%,/,/
COCCn1c(-c2cc(OC)c(OC)c(OC)c2)nc2oc3cc(OC)ccc3c(=O)c2c1=O,-18,2%,1%,3%,/,0,-5%,-0.1,-5%
O=C(O)c1ccc(-n2cccn2)c([N+](=O)[O-])c1,-4,13%,-2%,-5%,-11%,-12,-2%,1.0,4%
CCOC(=O)C1(Cc2cccc(F)c2)CCN(Cc2cnc(C)s2)CC1,-7,15%,0%,-11%,6%,0,-3%,-0.2,-2%
COc1ccccc1N1CCN(CCOc2c(OC)cccc2OC)CC1,98*,0%,1%,3%,?,-4,-6%,-0.3,-13%[56.9 µM]
Cc1cc2n(n1)CCCN2C(=O)Nc1ccccc1C(F)(F)F,/,3%,3%,-5%,-3%,0,-2%,-0.9,-8%
COc1ccc(C2CC(c3ccccc3OC(=O)/C=C/c3ccccc3)=NN2C(C)=O)cc1 (stereo not drawn),6,-6%,-6%,3%,81%[activator],-11,-2%,1.1,25%
O=C(NCc1ccccc1Cl)c1ccccc1NC(=O)c1nsc2ccccc12,/,6%,6%,-9%,-13%,-4,0%,1.2,-20%
CNCC(=O)Nc1ccc(Cl)c(C(F)(F)F)c1,4,-7%,-2%,5%,-1%,-4,-3%,-0.4,11%
CC(=O)N1CCC(N2CCN(Cc3ccc(C)cc3)C(CCO)C2)CC1 (stereo not drawn),-7,0%,0%,-2%,-1%,-3,-3%,1.0,-18%
CCCN1CCC(N2CCN(c3ccc([N+](=O)[O-])cc3)CC2)CC1,/,3%,2%,14%,0.89µM*,2,0%,/,-23%
O=C(NO)c1ccc(C(=O)N(C2CCCCC2)C2CCCCC2)cc1,-1,0%,0%,-1%,-2%,1,-2%,-0.4,-19%
CCN(CC)c1ccc(CN(C(=O)c2cc(=O)c3ccccc3o2)C2CCS(=O)(=O)C2)cc1 (stereo not drawn),/,5%,4%,-7%,-9%,9,0%,0.6,21%
COc1ccc(-c2cccc(-c3cc(=O)oc4cc(OC)cc(OC)c34)c2)cc1,/,10%,-20%,10%,9%,-1,-2%,/,-4%
CSCCC(NC(=O)c1ccc(Cl)cc1Cl)C(=O)OC1CCCCC1=O (stereo not drawn),2,-1%,0%,4%,4%,-2,-3%,0.1,-2%
O=S(=O)(NCCNS(=O)(=O)c1cccs1)c1cccs1,-3,-1%,1%,-10%,0%,-3,-6%,-0.5,-53%
CCCn1c(CCC(=O)O)nc2cc(S(=O)(=O)N(CC)CC)ccc21,-1,0%,3%,13%,2%,-4,-5%,-0.3,23%
CCCCn1c(N)c(N(CC(C)C)C(=O)c2cccc(S(=O)(=O)N3CCN(C)CC3)c2)c(=O)[nH]c1=O,19,0%,2%,9%,-19%,-1,-2%,0.1,-22%
CC1(C)CCc2cc(CN3CCN(c4ccccn4)CC3)ccc2O1,85*,-10%,-1%,9%,-12%,5,-4%,77*,4%
Cc1ccc2ncc(C(=O)c3ccc(C)c(C)c3)c(S(=O)(=O)c3ccc(F)cc3)c2c1,/,1%,-19%,3%,9%,1,-3%,/,0%
Cc1cc(=O)c2c(C)nn(-c3ccccc3)c2[nH]1,20,2%,3%,3%,0%,-2,0%,-5.3,7%
O=c1cc(-c2ccccc2)nc(SCc2ccc(Cl)cc2)[nH]1,-5,-1%,-3%,10%,119%[activator],-3,-1%,1.7,-8%
Cc1cc(C)c(-n2nnnc2SCC(=O)c2cc3ccccc3o2)c(C)c1,4,-6%,1%,7%,384%[activator],-5,-3%,-0.9,-4%
Cc1ccc2cc(CN(Cc3ccco3)C(=O)c3ccco3)c3nnnn3c2c1,-3,-6%,1%,14%,22%,1,-2%,-0.1,-1%
CCCCCn1c(=O)[nH]c2cc(C(=O)N3CCN(Cc4ccc5c(c4)OCO5)CC3)ccc2c1=O,14,-12%,0%,3%,0%,3,-5%,38*,43%
CC(C)Oc1ccc(N2CC(C(=O)Nc3ccccn3)CC2=O)cc1 (stereo not drawn),-4,-1%,0%,-3%,0%,-6,-3%,-0.2,4%
O=C(COc1ccc2c(c1)oc(=O)c1ccccc12)NCC1CCC(C(=O)O)CC1 (stereo not drawn),-19,0%,2%,-2%,8%,-12,-2%,0.3,18%
c1ccc(Cn2nnnc2C(c2cccs2)N2CCSCC2)cc1 (stereo not drawn),33*,-1%,-1%,-7%,-13%,0,-1%,0.3,3%
COC(=O)C(C)Sc1nc2c(c(-c3ccc(OC)cc3)c1C#N)-c1ccccc1C2=O (stereo not drawn),/,-2%,-1%,6%,-15%,0,-4%,/,22%

# Screens from PubChem.

# Only part of the results is shown; the hit share may differ from the screen's.
